GLS inh: glutaminase GLS (human) inhibition; Potency, µM (top dose mostly 45.5 µM), inactives show top-dose activity change, negative = inhibition, most hits filed as inhibitors; AID 624170; GLS enzymatic activity, qHTS titration; O94925; 0.21% of 410,000 active; further: on the % scale 0 is the no-effect control and ±100 the full control effect
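hKGA in 45 mM KH2PO4 pH 8.2, 0.02% Tween-20 with pin-transferred compounds; 1 mM L-glutamine (stock) plus glutamate oxidase/HRP/Amplex Red coupling added. Fluorescence read initially and after 30 min at RT.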
rTrxR1 inhibitor: inhibitors of rat thioredoxin reductase 1 | recombinant rTrxR1, NADPH fluorescence consumption, selenite substrate | Potency, µM (series often up to 114 µM), without a hit: top-dose activity change, negative = inhibition, hits mostly inhibitors | 1% of 390,000 active; further: on the % scale 0 is the no-effect control and ±100 the full control effect; nearly all actives have a fitted effect of over 65% in size
Target sequence (O89049 whole entry, looked up): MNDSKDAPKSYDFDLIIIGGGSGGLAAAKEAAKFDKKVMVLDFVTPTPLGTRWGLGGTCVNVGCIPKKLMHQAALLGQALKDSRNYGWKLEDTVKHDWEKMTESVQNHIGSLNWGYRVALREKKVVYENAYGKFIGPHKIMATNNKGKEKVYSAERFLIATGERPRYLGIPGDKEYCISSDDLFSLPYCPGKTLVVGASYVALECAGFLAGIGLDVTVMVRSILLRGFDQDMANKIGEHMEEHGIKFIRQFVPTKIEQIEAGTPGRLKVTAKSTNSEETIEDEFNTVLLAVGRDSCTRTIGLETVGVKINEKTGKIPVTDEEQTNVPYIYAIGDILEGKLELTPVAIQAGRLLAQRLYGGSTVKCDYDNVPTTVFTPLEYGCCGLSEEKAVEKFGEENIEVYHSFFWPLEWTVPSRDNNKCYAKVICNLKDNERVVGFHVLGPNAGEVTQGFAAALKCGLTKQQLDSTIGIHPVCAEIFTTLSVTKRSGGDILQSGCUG
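Rat TrxR1 (90 nM in the dispensed reagent) was pre-reduced with 400 uM NADPH for 5 min at room temperature, then incubated with compound for 15 min. After 400 uM selenite was added, NADPH fluorescence (Ex 340/Em 450 nm) was followed for 8 min.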
JMJD2A Tudor: inhibitors of human JMJD2A Tudor domain; 4.4% of 390,000 active; Potency, µM (top dose mostly 114 µM), for inactives: at the top dose activity change, negative = inhibition, hits mostly inhibitors; AID 504339; AlphaScreen JMJD2A-Tudor / H3K4me3 peptide binding; O75164; further: on the % scale 0 is the no-effect control and ±100 the full control effect; nearly all actives have a fitted effect of over 50% in size
PGK inhibitor: T. brucei PGK inhibition | P07378 | Potency, µM (doses to about 57.5 µM), inactives show top-dose activity change, negative = inhibition, usual class: inhibitors | AID 602233 | 0.043% of 380,000 active | PGK/GAPDH coupled, Kinase-Glo luminescence, 60 min; further: on the % scale 0 is the no-effect control and ±100 the full control effect; nearly all actives have a fitted effect of over 60% in size
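Luminescent ATP detection (Kinase-Glo Plus) follows a 60-minute room-temperature incubation, with wells lacking PGK as controls. Buffer: 100 mM TEA (pH 7.6), 5 mM MgCl2, 0.01% Tween-20. Coupling enzyme GAPDH (100 nM final) supplies unstable 1,3-BPG in-well.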
ERG-DNA inh: inhibitors of human ERG Ets domain-DNA interaction; AID 624246; 0.028% of 370,000 active; P11308; fluorescence polarization, His-ERG Ets domain / labelled DNA; Potency, µM (series often up to 76.9 µM), inactives show at the highest dose FP activity, negative = inhibition, hits mostly inhibitors; active means well fitted inhibition curve with a large enough effect in the polarisation, with a control signal flat; inconclusive means small, poorly fitted or top-dose-only effect, or effect the other way, or a change in a side signal; inactive means no such curve, though single readings can be large or run the other way; the % refers to the polarisation;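 further: polarization taken with two DNA probes labelled with fluorescein and Texas red; % of control where 0% means no effect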
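His-tagged ERG Ets domain (1 uM in the protein solution; 300mM KCl, 50mM Tris-HCl, 1mM EDTA, 1mM DTT, pH 7.5) received compound, then a probe mix of 5 nM fluorescein-DNA and 100nM Texas-615-DNA. Fluorescence polarization was read for both dyes.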
Pin1 inhibitor: inhibitors of human Pin1; Pin1 FP peptide displacement, HiFluor488, 10 min; Potency, µM (top dose mostly 115 µM), for the others: at the highest dose activity, negative = inhibition, hits mostly inhibitors; 0.009% of 390,000 active; active means well fitted inhibition curve with a large enough effect in the polarisation, with a control signal flat, not every such curve was filed as active; inconclusive means small, poorly fitted or top-dose-only effect, or effect the other way, or a change in a side signal; inactive means no such curve, though single readings can be large or run the other way; the % refers to the polarisation; further: on the % scale 0 is the no-effect control and ±100 the full control effect
Target sequence (Q13526 whole entry, looked up): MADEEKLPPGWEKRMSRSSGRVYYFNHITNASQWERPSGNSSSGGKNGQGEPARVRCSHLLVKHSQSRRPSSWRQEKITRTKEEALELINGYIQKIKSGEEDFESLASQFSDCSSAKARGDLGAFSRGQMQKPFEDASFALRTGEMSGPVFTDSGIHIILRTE
HP1b chromo inh: blocks HP1-beta chromodomain binding to methylated histone tails. P83916. 0.56% of 390,000 active. AlphaScreen HP1-beta / biotin-H3K9me3 peptide binding. AID 540317. Potency, µM (top dose mostly 114 µM), for inactives: at the top dose activity change, negative = inhibition, actives largely listed as inhibitors; further: nearly all actives have a fitted effect of over 70% in size; inactives centre near 23
Target sequence (P83916 whole entry, looked up): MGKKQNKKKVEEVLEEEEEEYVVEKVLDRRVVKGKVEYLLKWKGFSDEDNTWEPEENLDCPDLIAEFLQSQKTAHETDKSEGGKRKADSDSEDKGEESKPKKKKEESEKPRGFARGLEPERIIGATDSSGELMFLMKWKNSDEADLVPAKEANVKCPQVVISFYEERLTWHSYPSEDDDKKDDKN
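HP1-beta protein (50 nM final) preincubated 30 min at room temperature with biotinylated H3(1-18)K9me3 peptide (50 nM) in PBS pH 7.4, 0.01% Tween-20, then compound added for 30 min. AlphaScreen streptavidin donor/nickel chelate acceptor beads (10 ug/mL final), 30 min dark, luminescence read.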
RGS4 inhibitor: inhibitors of human regulator of G protein signaling 4; AID 504845; Potency, µM (series often up to 114 µM), without a hit: top-dose activity change, negative = inhibition, actives largely listed as inhibitors; Transcreener GDP fluorescence polarization, RGS4-accelerated GTP hydrolysis; 0.039% of 390,000 active; further: on the % scale 0 is the no-effect control and ±100 the full control effect; nearly all actives have a fitted effect of over 75% in size; some results filed as inactive show a strong effect at the top dose
Target sequence (P49798 whole entry, looked up): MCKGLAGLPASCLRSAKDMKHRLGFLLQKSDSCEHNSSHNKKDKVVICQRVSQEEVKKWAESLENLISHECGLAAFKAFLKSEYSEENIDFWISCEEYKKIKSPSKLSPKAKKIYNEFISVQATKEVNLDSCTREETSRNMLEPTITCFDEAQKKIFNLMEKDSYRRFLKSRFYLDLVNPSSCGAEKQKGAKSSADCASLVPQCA
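MLSMR compounds (23 nl, pin-transferred) preincubated 10 min at room temperature with a 500nM (2x) first reagent, then RGS4 at 900nM (2x) plus Transcreener GDP mix added; fluorescence polarization (620/688 nm) read before and after 90 min at 30 °C.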
ALOX12 inh: blocks human arachidonate 12S-lipoxygenase; P18054; purified 12hLO, xylenol orange hydroperoxide absorbance; Potency, µM (highest dose often 108 µM), for the others: top-dose activity change, negative = inhibition, most hits filed as inhibitors; 1.1% of 580,000 active; AID 1671190; further: on the % scale 0 is the no-effect control and ±100 the full control effect
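Purified human 12hLO at 150 nM in 25 mM Hepes, 0.01% Triton X-100, pH 7.0, preincubated 15 min at room temperature with compound. Reaction started with 40 uM arachidonic acid, 30 min at room temperature. Hydroperoxide measured by Fe-xylenol orange, 573/405 nm absorbance ratio.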
* = called active by the depositor; i = inactive; ? = inconclusive; nt = no result given; [ ] = remark or other dose. Unless noted, the call rests on the fitted dose curve; in most records, active means well fitted curve in the direction sought with a large enough effect; inconclusive means small, poorly fitted or top-dose-only effect, or another doubt; inactive means no such curve, though single readings can be large; an effect the other way counts as inactive or inconclusive. Potency means the concentration at half of the fitted maximal effect.

SMILES	GLS inh	rTrxR1 inhibitor	JMJD2A Tudor	PGK inhibitor	ERG-DNA inh	Pin1 inhibitor	HP1b chromo inh	RGS4 inhibitor	ALOX12 inh
CC(=O)Nc1ccc(S(=O)(=O)NCCC(=O)N2CCN(c3ccccc3Cl)CC2)cc1	1.3%	12.0%	-17.7%	-7.7%	-12.8%	-3.7%	24.8%	15.2%	0.0%
Cc1cc(Nc2ccc(C)c(Cl)c2)n2nc(-c3ccccc3)nc2n1	4.3%	12.6%	-32.4%	1.8%	-0.9%	86.5%[activator]	17.8%	13.4%	-2.8%
Cc1ccccc1OCC(=O)NC(=S)Nc1ccc(S(=O)(=O)NC2CCCCC2)cc1	4.8%	-8.3%[57.1 µM]	-16.8%	1.1%	-0.8%	-1.3%	7.2%	-50.6%	68.6%
CCn1nc(C(=O)OCc2cccc(S(=O)(=O)N(C)C)c2)c2ccccc2c1=O	0.1%	27.7%	0.7%	-0.7%	-3.1%	0.9%	46.5%[activator]	15.7%	-10.4%
Cc1ccc(N2C(=O)CSC23C(=O)N(CC(=O)NC2CCCCC2)c2ccccc23)cc1 (configuration not stated)	-2.2%	1.6%	-7.8%	-9.7%	0.9%	-6.1%	24.0%	-5.6%	?
Cc1cccc(C(=O)Nc2cc(C)ccc2NC(=O)COc2ccccc2)c1	1.7%	14.2%	2.0%	4.9%	-0.9%	2.8%	25.4%	3.1%	6.3%
Fc1ccc(C(Nc2ccccn2)c2c[nH]c3ccccc23)cc1 (configuration not stated)	7.3%	?	?	-6.6%	4.8%	-3.1%	-11.3%	-7.2%	6.31µM*
CCN(CC)S(=O)(=O)c1cccc2nsnc12	1.5%	-2.3%[57.1 µM]	4.4%	-1.4%	5.8%	0.2%	32.7%	-2.0%	0.0%
Cc1cc(O)c2/c(=N\N)c(-c3csc(C)n3)coc2c1	-0.5%	9.3%	2.1%	-9.4%	1.7%	0.6%	23.5%	-0.5%	2.3%
CCOC(=O)CCc1ccc(NC(=O)/C=C/c2ccc([N+](=O)[O-])o2)cc1	-1.3%	?	-16.0%	-5.3%	-3.0%	15.6%	20.7%	-37.1%	8.1%
CCN(c1cccc(C)c1)S(=O)(=O)c1cc2c(cc1C)n(C)c(=O)c(=O)n2C	-0.3%	12.6%	-5.0%	4.2%	-3.3%	-5.4%	20.8%	1.0%	-36.0%
COc1ccc2cc(CN(CC3CCCO3)S(=O)(=O)c3ccc(C(C)=O)cc3)c(=O)[nH]c2c1 (configuration not stated)	-3.3%	9.7%	-17.3%	i	nt	-5.2%	3.8%	-26.5%	-8.6%
COc1ccc(/C=N/NC(=O)c2cc(O)c(O)c(O)c2)cc1Cn1cc([N+](=O)[O-])cn1	27.2%	8.9%	10µM*	?	-1.8%	?	?	5.3%	?
CCCNC(=O)c1cc(-c2ccc(OC)cc2)n(CCCOC)c1C	6.3%	-23.6%[57.1 µM]	-21.6%	-4.6%	21.9%	-1.1%	4.7%	-15.9%	5.2%
COc1ccc(/C=C/C(=O)Oc2ccc(/C=N/NC(=O)c3ccncc3)cc2)cc1	-0.2%	29.3%[57.1 µM]	-14.8%	-5.2%	5.7%	8.6%	-16.5%	0.3%	-0.7%
CC(=O)N[C@@H](Cc1c[nH]c2ccccc12)C(=O)OCc1ccc(C#N)cc1	5.9%	-5.7%[57.1 µM]	-16.2%	i	1.6%	-7.8%	-13.6%	6.5%	153.7%[activator]
CCn1c(=O)cc(SCC(=O)Nc2cccnc2)c2ccccc21	4.1%	10.6%	-14.7%	i	-2.2%	-5.6%	21.1%	14.3%	-24.6%
COc1ccc(-n2c(SCC(C)=O)nc3sc(C)c(C)c3c2=O)cc1	2.2%	6.7%	-10.0%	i	?	6.4%	33.1%	10.2%	0.4%
CC(C)c1csc2nc3n(c(=O)c12)CCCCC3	4.9%	13.8%	2.8%	-8.3%	3.0%	-3.1%	24.1%	5.4%	-5.4%
COc1ccc(C(=O)Nn2cnc3ccccc3c2=O)cc1[N+](=O)[O-]	10.3%	0.9%	-3.7%	nt	6.5%	-2.2%	15.7%	-7.8%	-4.5%

Gathered by group, the entries above with two or more sulfur atoms.
SMILES	GLS inh	rTrxR1 inhibitor	JMJD2A Tudor	PGK inhibitor	ERG-DNA inh	Pin1 inhibitor	HP1b chromo inh	RGS4 inhibitor	ALOX12 inh
Cc1ccccc1OCC(=O)NC(=S)Nc1ccc(S(=O)(=O)NC2CCCCC2)cc1	4.8%	-8.3%[57.1 µM]	-16.8%	1.1%	-0.8%	-1.3%	7.2%	-50.6%	68.6%
CCN(CC)S(=O)(=O)c1cccc2nsnc12	1.5%	-2.3%[57.1 µM]	4.4%	-1.4%	5.8%	0.2%	32.7%	-2.0%	0.0%
COc1ccc(-n2c(SCC(C)=O)nc3sc(C)c(C)c3c2=O)cc1	2.2%	6.7%	-10.0%	i	?	6.4%	33.1%	10.2%	0.4%

Following part:
SMILES	GLS inh	rTrxR1 inhibitor	JMJD2A Tudor	PGK inhibitor	ERG-DNA inh	Pin1 inhibitor	HP1b chromo inh	RGS4 inhibitor	ALOX12 inh
O=C(COc1ccc2c(-c3ccccc3)cc(=O)oc2c1)NCCCn1ccnc1	-6.7%	7.6%	-16.3%	-9.6%	-9.0%	0.9%	35.6%	1.7%	17.3%
O=C(Nc1ccc(Cl)cc1)N1CC=CCC1	8.9%	-0.6%	10.4%	-0.7%	-0.4%	-1.8%	29.6%	8.9%	0.0%
COc1ccc(Cl)cc1C(=O)NNC(=O)COC(=O)CC(NC(C)=O)c1ccccc1 (configuration not stated)	2.3%	6.7%[57.1 µM]	-5.5%	-4.2%	2.6%	-1.1%	38.9%[activator]	8.2%	-16.0%
CCOc1cc(C(=O)Nc2cnccn2)cc(OCC)c1OCC	1.2%	18.6%	0.6%	-0.9%	6.9%	-3.3%	25.0%	-11.6%	1.7%
COc1ccc(Cl)cc1NC(=O)CS(=O)(=O)c1cccc2nsnc12	4.5%	15.1%	-27.9%	-0.4%	-14.2%	-2.0%	25.6%	-13.9%	-13.9%
CC1CCCN(CCCNC(=O)c2ccc3c(c2)N(Cc2ccc(F)cc2)C(=O)c2ccccc2S3=O)C1 (configuration not stated)	19.7%	19.0%	-23.3%	-17.7%	-5.6%	0.6%	11.7%	19.7%	?
CCc1cc(=O)oc2c3c(cc(OCC(=O)NCCCCCC(=O)O)c12)OC(C)(C)CC3	4.0%	62.6%[activator]	-20.3%	-0.7%	-2.2%	-10.7%	17.3%	19.0%	-15.9%
CCCCn1c(N)c(N(CCC(C)C)C(=O)COC(=O)c2cccnc2Cl)c(=O)[nH]c1=O	8.1%	0.1%	-6.7%	7.3%	5.9%	7.2%	38.4%[activator]	24.3%	29.2%
CCCc1cc(=O)oc2cc3occ(C)c3cc12	-14.0%	-17.5%	15.2%	i	-2.0%	-0.4%	37.9%	-49.6%	5.5%
Cn1/c(=N/N=C/c2ccc(Cl)c([N+](=O)[O-])c2)sc2ccccc21	1.3%	9.4%	-9.6%	-1.4%	2.4%	-3.1%	23.2%	-18.3%	?
O=C1Nc2ccccc2CCc2ccccc21	-2.5%	19.0%	1.0%	i	-10.6%	1.9%	47.4%[activator]	7.6%	-2.2%
Cc1csc(NC(=O)C2C3C=CC(O3)C2C(=O)O)n1 (configuration not stated)	2.2%	?	25.1µM*	1.6%	1.2%	-9.6%	10.5%	13.0%	-11.6%
CCCn1c(C2CCCN2c2nc(C)cs2)nc2cc(Cl)c(Cl)cc21 (configuration not stated)	1.7%	11.4%[57.1 µM]	?	-4.6%	-4.7%	2.0%	-17.2%	4.9%	-3.0%
CCc1ccc(/C=C/c2c([N+](=O)[O-])c(=O)n(C)c(=O)n2C)cc1	0.4%	-17.9%	-30.2%	-5.5%	16.8%	-1.7%	-3.7%	15.8%	-19.5%
CC(C)CCN1CCN(Cc2ccsc2)CC1CCO (configuration not stated)	0.4%	1.9%	9.2%	-12.3%	1.8%	-3.6%	17.4%	-26.0%	-1.3%
O=C(N/N=C/c1ccc(OC(=O)c2cccc(Br)c2)cc1)c1cccnc1	-1.7%	17.0%	-24.0%	3.3%	-8.2%	13.8%	-0.1%	0.6%	24.8%
CC(C)CC(C(=O)OCC(=O)N1CCN(c2ccccc2)CC1)N1C(=O)c2ccccc2C1=O (configuration not stated)	3.0%	-8.0%	-27.8%	-2.8%	-8.9%[15.4 µM]	8.4%	0.9%	-33.5%	115.2%[activator]
COc1ccc(N(C(=O)Cn2nnc3ccccc32)C(C(=O)NC(C)(C)C)c2ccc(OC)c(O)c2)cc1 (configuration not stated)	4.6%	8.9%	-17.8%	-3.0%	-12.8%	-0.4%	28.9%	9.5%[56.9 µM]	4.6%
CCNC(=O)Cn1c(=O)c2c(ncn2Cc2ccccc2)n(Cc2ccccc2)c1=O	1.1%	18.7%	-14.6%	-0.5%	-0.2%	-3.1%	11.2%	-7.0%	-15.0%
COc1cc(N2C(=O)NC3CC2(C)Oc2ccccc23)cc(OC)c1OC (configuration not stated)	0.2%	6.8%[57.1 µM]	-4.2%	i	-8.9%	-1.7%	14.2%	-2.5%	0.0%
O=C(C1CCC(CNc2c(N3CCCCC3)c(=O)c2=O)CC1)N1CCc2ccccc2C1 (configuration not stated)	18.1%	9.7%	-22.7%	i	-3.0%	0.2%	21.0%	8.7%	-12.6%
O=C(COc1ccc(F)cc1)N1CCC(c2ccccc2)C1 (configuration not stated)	24.8%	12.5%	0.0%	-11.3%	-0.6%	-4.4%	13.4%	35.9%	-7.4%

Screening results deposited in PubChem BioAssay by National Center for Advancing Translational Sciences (NCATS).

Not all compounds are listed. The share of hits here may be higher or lower than overall.
